# FEN1 inhibitor = human FEN1 inhibition; 390,000 tested, 0.35% active; Recombinant FEN1 flap cleavage, fluorescence, 15 min; P39748; AID 588795; Potency, µM (series often up to 114 µM), without a hit: top-dose activity change, negative = inhibition, most hits filed as inhibitors; active = well fitted inhibition curve with a large enough effect; inconclusive = small, poorly fitted or top-dose-only effect; inactive = no such curve, though single readings can be large or run the other way; note: nearly all actives have a fitted effect of over 65% in size
# Target sequence (P39748 whole entry, looked up): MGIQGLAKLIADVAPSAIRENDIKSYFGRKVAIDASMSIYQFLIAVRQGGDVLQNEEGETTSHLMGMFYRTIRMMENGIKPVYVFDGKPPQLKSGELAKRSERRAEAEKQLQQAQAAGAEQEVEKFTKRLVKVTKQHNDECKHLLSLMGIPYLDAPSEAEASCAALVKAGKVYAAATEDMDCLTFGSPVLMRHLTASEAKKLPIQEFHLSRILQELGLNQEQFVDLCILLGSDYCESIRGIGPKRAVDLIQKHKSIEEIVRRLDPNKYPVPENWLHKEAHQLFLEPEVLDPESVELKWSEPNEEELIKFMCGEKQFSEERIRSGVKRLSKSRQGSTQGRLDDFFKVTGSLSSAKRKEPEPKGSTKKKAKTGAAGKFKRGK
#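 Quantitative HTS format: each compound was titrated, incubated with 10 nM nuclease for 15 min at room temperature, then challenged with flap substrate at 50 nM final. Signal change over 15 min gave concentration–effect curves.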
# * = called active by the depositor; ? = inconclusive. % is set by controls: 0 for no effect and ±100 for the full control effect; potency is the fitted concentration of half-maximal effect.
CC(C)NS(=O)(=O)c1ccc(OCC(=O)N2CCN(Cc3ccccc3)CC2)cc1
  FEN1 inhibitor = 4%
COc1ccc(/C=C/C=C2C(=O)NC(=S)NC2=O)cc1
  FEN1 inhibitor = ?
CC1(C)c2[nH]c3ccccc3c2C[C@H]2C(=O)N(Cc3ccccc3F)C(=O)N21
  FEN1 inhibitor = -8%
O=P(Oc1ccccc1)(N1CCOCC1)N1CCOCC1
  FEN1 inhibitor = 14%
COC(=O)C1=C(c2ccccc2)C[C@@H]2CC[C@H]1N2C(=O)N1CCC(C)CC1
  FEN1 inhibitor = -4%
c1ccc(CNC2CN3CCC2CC3)cc1 (stereo unspecified)
  FEN1 inhibitor = 1%
O=C(CCN1CC2CCC(CC2)C1)c1cccs1
  FEN1 inhibitor = 3%
CC1(CCO)C(=O)NC(=S)NC1=O
  FEN1 inhibitor = 10%
CN(C)CCSC1c2ccccc2CSc2ccccc21 (stereo unspecified)
  FEN1 inhibitor = 1%
O=C1NC(=O)C(=Cc2ccco2)C(=O)N1
  FEN1 inhibitor = ?
CC(=O)OCC12CC(OC(=O)CC(C)C)C(C)=CC1OC1C(O)C(OC(C)=O)C2(C)C12CO2 (stereo unspecified)
  FEN1 inhibitor = -1%
C[C@]12CCC3C(CC[C@H]4[C@@H](O)[C@H](O)CC[C@]34C)C1CCC2=O (stereo partly specified)
  FEN1 inhibitor = -3%
CC1=CC2OC3CC4OC(=O)C=CC=CC(=O)OCCC(C)C(O)C(=O)OCC2(CC1O)C4(C)C31CO1 (stereo unspecified)
  FEN1 inhibitor = -2%
COC(=O)C1=C(C(=O)OC)C2c3ccccc3C1c1ccccc12
  FEN1 inhibitor = 7%
COc1ccc2c(c1)C13CCN(C)C(C2)C1CCC1(C3)OCCO1 (stereo unspecified)
  FEN1 inhibitor = -2%

# 3 structures from above, ordered by heavy-atom count, largest number first.
CC1=CC2OC3CC4OC(=O)C=CC=CC(=O)OCCC(C)C(O)C(=O)OCC2(CC1O)C4(C)C31CO1 (stereo unspecified)
  FEN1 inhibitor = -2%
C[C@]12CCC3C(CC[C@H]4[C@@H](O)[C@H](O)CC[C@]34C)C1CCC2=O (stereo partly specified)
  FEN1 inhibitor = -3%
O=C1NC(=O)C(=Cc2ccco2)C(=O)N1
  FEN1 inhibitor = ?

# A stretch taken from the entries so far, as a working copy:
CC1=CC2OC3CC4OC(=O)C=CC=CC(=O)OCCC(C)C(O)C(=O)OCC2(CC1O)C4(C)C31CO1 (stereo unspecified)
  FEN1 inhibitor = -2%
COC(=O)C1=C(C(=O)OC)C2c3ccccc3C1c1ccccc12
  FEN1 inhibitor = 7%
COc1ccc2c(c1)C13CCN(C)C(C2)C1CCC1(C3)OCCO1 (stereo unspecified)
  FEN1 inhibitor = -2%

# Additional entries follow:
CCCCC1(CCO)C(=O)NC(=S)NC1=O
  FEN1 inhibitor = -3%
N#CC1c2ccccc2-n2nncc2CN1S(=O)(=O)c1cc(Cl)cc(Cl)c1 (stereo unspecified)
  FEN1 inhibitor = -18%
CN1OC[C@@H]2CN[C@H](c3ccccc3Br)C[C@@H]21
  FEN1 inhibitor = -1%
CC12CC(=O)C3C(CCC4CC=CCC43C)C1CCC2=O (stereo unspecified)
  FEN1 inhibitor = 5%
C=CCC1(Cc2ccsc2)C(=O)NC(=O)NC1=O
  FEN1 inhibitor = 7%
CCN1CCC(O)(c2ccccc2)C(C(=O)c2ccccc2)C1 (stereo unspecified)
  FEN1 inhibitor = -5%
COC(=O)C1=C(c2ccccc2)C[C@@H]2CC[C@H]1N2C(=O)N1CCC(O)CC1
  FEN1 inhibitor = -9%
Oc1ccc(O)c2c1C1(Cl)C(Cl)=C(Cl)C2(Cl)C1(Cl)Cl
  FEN1 inhibitor = -5%
CN1CCc2cc3c(cc2C1)OCO3
  FEN1 inhibitor = 17%
COC(=O)C1=C(c2cccc(OC)c2OC)C[C@@H]2CC[C@H]1N2C(=O)NC1CC1
  FEN1 inhibitor = -2%
CC1([N+](=O)[O-])COP(=O)(Nc2ccc(Cl)cc2)OC1 (stereo unspecified)
  FEN1 inhibitor = 5%
CC12CCC(O)CC1CCC1C2CCC2(C)C(C(=O)CC(O)C(F)(F)F)CCC12 (stereo unspecified)
  FEN1 inhibitor = -6%
CC1=CC(C)CC(C)OC(=O)CC(c2ccc(O)cc2)NC(=O)C(Cc2c(Br)[nH]c3ccccc23)N(C)C(=O)C(C)NC(=O)C(C)C1 (stereo unspecified)
  FEN1 inhibitor = -22%
COC(=O)C1=C(c2ccc(S(C)(=O)=O)cc2)C[C@@H]2CC[C@H]1N2C(=O)NCCCOC(C)C
  FEN1 inhibitor = -3%
CCC[C@H](N[C@@H](CCC)[C@H](O)c1ccccc1)[C@H](O)c1ccccc1
  FEN1 inhibitor = 1%
O=C1C2C3CCC(O3)C2C(=O)N1c1cccc(F)c1 (stereo unspecified)
  FEN1 inhibitor = 12%

# Part of the list above, with bars between the fields:
canonical_smiles | FEN1 inhibitor
CCCCC1(CCO)C(=O)NC(=S)NC1=O | -3%
N#CC1c2ccccc2-n2nncc2CN1S(=O)(=O)c1cc(Cl)cc(Cl)c1 (stereo unspecified) | -18%
CN1OC[C@@H]2CN[C@H](c3ccccc3Br)C[C@@H]21 | -1%
CC12CC(=O)C3C(CCC4CC=CCC43C)C1CCC2=O (stereo unspecified) | 5%
C=CCC1(Cc2ccsc2)C(=O)NC(=O)NC1=O | 7%

# This is a subset; rates above refer to the full screens.
